OX1R antag-1 = antagonists of human orexin 1 receptor (OX1R); AID 485270, 2010; OX1R-expressing cells, FRET antagonist read-out; Orexin/Hypocretin receptor type 1 (Homo sapiens), O43613; hit rate 1.8% among 330,000; inhibition, % at 6.6 µM; in the data active means inhibition mostly above about 38%, no sharp cut-off; inactive means mostly below about 40%;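 further: 0% = agonist challenge alone and 100% = reference antagonist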
Target sequence (O43613 whole entry, looked up): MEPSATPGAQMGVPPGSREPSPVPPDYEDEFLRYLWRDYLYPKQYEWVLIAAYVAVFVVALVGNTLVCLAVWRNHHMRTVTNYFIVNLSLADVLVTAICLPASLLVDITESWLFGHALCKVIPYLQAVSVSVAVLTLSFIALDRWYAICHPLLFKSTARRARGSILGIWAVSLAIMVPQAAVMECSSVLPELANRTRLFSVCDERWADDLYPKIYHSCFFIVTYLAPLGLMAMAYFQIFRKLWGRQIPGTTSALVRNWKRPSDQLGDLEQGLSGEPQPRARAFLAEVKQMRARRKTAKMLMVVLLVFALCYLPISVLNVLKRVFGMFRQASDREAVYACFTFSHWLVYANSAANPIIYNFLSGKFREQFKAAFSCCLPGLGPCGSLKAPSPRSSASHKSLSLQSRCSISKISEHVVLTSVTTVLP
CHT PAM = CHT positive allosteric modulators, primary screen, cell-based, membrane potential dye, choline EC20 | CHT-expressing cells; hits give high values; LV-AA mutant CHT in HEK293 cells | B-score at 10 µM | hit rate 0.49% among 310,000 | AID 488977, 2010;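 active means initial fluorescence not abnormally high and integrated response B-score, plate-corrected, over 3 SD above library mean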
Target sequence (Q9GZV3 whole entry, looked up): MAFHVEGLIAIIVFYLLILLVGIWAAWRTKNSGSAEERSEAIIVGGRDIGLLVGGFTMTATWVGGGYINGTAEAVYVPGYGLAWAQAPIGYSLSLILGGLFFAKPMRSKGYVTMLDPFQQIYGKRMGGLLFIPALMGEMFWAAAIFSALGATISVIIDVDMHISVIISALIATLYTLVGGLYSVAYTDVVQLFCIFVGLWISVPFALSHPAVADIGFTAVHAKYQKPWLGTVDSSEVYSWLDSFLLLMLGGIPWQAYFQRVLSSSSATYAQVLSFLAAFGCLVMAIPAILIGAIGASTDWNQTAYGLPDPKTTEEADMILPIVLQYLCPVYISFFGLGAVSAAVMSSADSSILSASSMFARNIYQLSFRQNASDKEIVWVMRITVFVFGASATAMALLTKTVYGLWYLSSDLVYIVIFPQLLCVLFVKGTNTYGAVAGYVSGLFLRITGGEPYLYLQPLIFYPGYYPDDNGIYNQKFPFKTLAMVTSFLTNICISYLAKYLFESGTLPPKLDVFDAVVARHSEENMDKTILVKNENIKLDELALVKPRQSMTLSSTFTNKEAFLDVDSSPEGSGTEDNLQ
OX1R antag-2 = OX1R (HCRTR1) antagonists, primary screen, fluorescence, CHO/OX1R cells, Fluo-8 calcium, orexin A | Fluo-8 calcium fluorescence | hit rate 0.43% among 330,000 | AID 434989, 2010 | inhibition, % at 5 µM;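 active means inhibition above its plate's threshold, mean inhibition of all tested compounds on the plate plus 3 SD, cut at about 37% in these data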;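 further: 0% = orexin A challenge wells and 100% = SB-334867-A antagonist wells; not every result past the cut was called active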
The depositor's hits bear a star; i = inactive; · = not tested or not shown. The order is random; any-hit rate near 2.5%.

Molecule,OX1R antag-1,CHT PAM,OX1R antag-2
O=C(NCCc1ccccc1)c1ccc2nccnc2c1,52,i,-19
O=C(CSc1n[nH]c(=O)n1-c1ccccc1)N1CCOCC1,2,i,-25
CCOP(=O)(c1ccc(N(C)C)cc1)C(O)c1cc(OC)c(OC)c(OC)c1 (centres undefined),14,i,-10
CC(C(=O)NC1=NCCS1)N1C(=O)C2CC=CCC2C1=O (centres undefined),25,i,-6
Cc1cc(-c2n[nH]c(=S)n2/N=C/c2cccs2)n[nH]1,6,i,0
Cc1nccn1CC(O)COc1ccccc1 (centres undefined),18,i,-19
Cc1cccc(C(=O)Nc2sc3c(c2C(=O)O)CCC3)c1,9,i,-4
CCc1onc(C)c1C(=O)O,15,i,-8
COCCCn1c(=NC(=O)c2ccncc2)c(C#N)cc2c(=O)n3cccc(C)c3nc21,41*,i,-15
CC(C)N1C(=O)S/C(=C\c2ccc(-c3ccc(Cl)c(C(=O)O)c3)o2)C1=O,3,i,-16
CC(=O)c1cccc(NC2c3ccccc3C(=O)N2Cc2ccc3c(c2)OCO3)c1 (centres undefined),14,i,-25
CCC(CN(C)C)Oc1cc(NCc2ccccc2)c2ncn(C(C)C)c2c1 (centres undefined),19,·,-17

(cont.)
Molecule,OX1R antag-1,CHT PAM,OX1R antag-2
O=c1ccc(-c2ccc([N+](=O)[O-])cc2)nn1-c1ccccc1,36,i,-3
CC1CC(=O)Nc2ccccc2N1C(=O)CSc1nnnn1C (centres undefined),1,·,-18
Cc1cc(NN)nc(Cc2ccccc2)n1,-1,i,-36
CCn1c(SCC(=O)Nc2cc(C)on2)nnc1-c1ccc(S(=O)(=O)N2CCN(C)CC2)cc1,4,i,-7
c1ccc(C2C/C(=N\N3CCOCC3)c3ccccc3O2)cc1 (centres undefined),3,i,3
CCOc1ccc(N=C2C(=O)Nc3ccc(C)c(Br)c32)cc1,1,i,-4
COC(=O)c1ccc(C2c3c(oc4cc(C)c(C)cc4c3=O)C(=O)N2CCCN(C)C)cc1 (centres undefined),7,i,-8
CCN1/C(=C2/SC(=S)NC2=O)Sc2ccccc21,39,i,8
Cc1cc2c3c(c1)C(C)CC(C)(C)N3C(=O)C2=C(C#N)C#N (centres undefined),9,i,-18
Cc1ccc(-c2cn3cc(C)ccc3n2)cc1,41,i,-38
COc1ccc(OC)c(CN(CCN2CCOCC2)C(=O)Nc2ccccc2)c1,12,i,-11
COc1ccc(C(C)(C)C)cc1NC(=O)CN1C(=O)C(=O)N(Cc2ccco2)C1=O,3,·,1

Following part.
Molecule,OX1R antag-1,CHT PAM,OX1R antag-2
CCn1cc(S(=O)(=O)Nc2cc(C(=O)OC)ccc2C)cn1,2,i,-5
Cc1cc(C(F)(F)F)n2ncc(C(=O)O)c2n1,6,i,4
Cc1ccc(Oc2ccc(OCC(=O)NC(C)C(=O)O)cc2)cc1 (centres undefined),1,i,19
CCOc1ccc(NC(=O)C2CCCN(C(=O)Nc3ccccc3)C2)cc1 (centres undefined),10,i,-38
CC(C)n1c(Oc2ccc(F)cc2)nc2c1c(=O)n(C)c(=O)n2C,13,i,-12
CCNC(=O)CON=C1c2ccccc2-c2ccccc21,60,i,-14
CCOC(=O)c1c(NC(=O)CSc2nc3ccccc3s2)sc(C(C)=O)c1C,33,i,-11
CNC(=O)C(=O)NCCC1CCCCN1S(=O)(=O)c1cccs1 (centres undefined),20,i,-21
CN1CCN(CCCNC(=O)c2ccc(CSCc3cccc(Cl)c3)o2)CC1,-4,i,0
Cc1cccc(NC(=O)c2ccc(COc3ccc4ccccc4c3)o2)n1,0,i,-10
CC(=O)N1c2ccccc2C(C)CC12CCCCC2 (centres undefined),12,i,-8
Cc1ccc(C)c(OCC(=O)Nc2ccc(N3CCOCC3)cc2N2CCOCC2)c1,2,·,-12

Additional structures follow:
Molecule,OX1R antag-1,CHT PAM,OX1R antag-2
COc1ccc(C(=O)NC(=S)Nc2cc(C)ccn2)cc1[N+](=O)[O-],14,i,-6
CN(CC(=O)Nc1ccccc1Cl)C(=O)COC(=O)c1cc(S(=O)(=O)N(C)C)ccc1N1CCCC1,5,i,-34
Cc1ccc2c(c1)cc(CN(C(=O)N1CCOCC1)C1CCCC1)c1nnnn12,40,i,-18
Cc1cc(=O)c2n(Cc3ccccc3Cl)nc[n+]2[nH]1,11,i,2
O=[N+]([O-])c1cc(N=Nc2ccc3ccccc3c2)ccc1O,6,i,2
COc1ccc(S(=O)(=O)NCc2cccnc2)cc1C(=O)N1CCCCC1,0,i,-5
COC(=O)c1scc(C)c1NC(=O)CC1NCCNC1=O (centres undefined),4,i,-13
CC(=O)/C(=N\Nc1ccc(C)cc1)Sc1nncn1C,1,i,-11
Fc1ccc(Nc2nc(N3CCOCC3)nc(N3CCOCC3)n2)cc1,2,i,-17
Cc1cnc(NC(=O)c2cccc(S(=O)(=O)N3CC(C)OC(C)C3)c2)s1 (centres undefined),11,i,-31
COC(=O)C1=C(C)NC(=O)/C1=C\N(C)C,22,i,-17
CCN(CC(=O)Nc1cc(Cl)ccc1C)C(=O)CN1C(=O)NC(CC)(c2ccccc2)C1=O (centres undefined),18,i,-25

Reprinted at random: 5 records from the list, in no set order.
Molecule,OX1R antag-1,CHT PAM,OX1R antag-2
CCN1/C(=C2/SC(=S)NC2=O)Sc2ccccc21,39,i,8
Cc1cc(C(F)(F)F)n2ncc(C(=O)O)c2n1,6,i,4
CC(C)n1c(Oc2ccc(F)cc2)nc2c1c(=O)n(C)c(=O)n2C,13,i,-12
Cc1nccn1CC(O)COc1ccccc1 (centres undefined),18,i,-19
CN1CCN(CCCNC(=O)c2ccc(CSCc3cccc(Cl)c3)o2)CC1,-4,i,0

Other compounds follow.
Molecule,OX1R antag-1,CHT PAM,OX1R antag-2
CN(C)C(=O)NC1c2ccccc2-c2ccccc21,5,i,-22
CCCCOc1ccc(-c2nc(=S)[nH][nH]2)cc1,-2,i,-12
CC1CCCCN1C(=O)COc1ccc(NC(=O)c2ccco2)cc1 (centres undefined),4,i,-6
COc1ccc(NC(=O)COC(=O)c2ccc3ccccc3n2)cc1OC,12,·,-10
COCCN(C(=O)c1cc(Cl)ccn1)c1c(N)n(Cc2ccccc2)c(=O)[nH]c1=O,-4,·,-6
CC12CCC(=O)N1C(C(=O)OCC(=O)Nc1cccc(Br)c1)CS2 (centres undefined),-2,i,-3
CCOc1cc(S(=O)(=O)N2CCOCC2)ccc1F,8,i,-9
COc1ccc(S(=O)(=O)NCC(=O)NCCc2ccc(OC)c(OC)c2)cc1,7,i,-19
CCOc1ccccc1NC(=O)CCCc1ccc(OC)c(C)c1,0,i,-31
O=C(COC(=O)c1ccncc1)Nc1ccccc1,23,i,-1
O=C(CSC(=S)N1CCCCC1)c1ccccc1,21,i,-17
CC(C)NCC(O)COc1ccc(Br)cc1 (centres undefined),3,i,-29

Additional compounds follow:
Molecule,OX1R antag-1,CHT PAM,OX1R antag-2
CCNC(=O)C(=O)Nc1ccc([N+](=O)[O-])cc1,83,i,-21
COc1ccccc1N1C(=O)c2ccc(C(=O)Nc3nccs3)cc2C1=O,44,i,-16
CCC(C)Oc1ccc(/C=C/c2[nH]c(=O)[nH]c(=O)c2[N+](=O)[O-])cc1OC (centres undefined),29,i,-38
CCn1c(SCC(=O)N2c3ccccc3CCc3ccccc32)nc2c1c(=O)n(C)c(=O)n2C,11,i,-22
CC(Oc1ccc(F)cc1)C(=O)Nc1cc(S(=O)(=O)N2CCOCC2)ccc1N1CCN(C)CC1 (centres undefined),26,i,-5
Cn1cc(C(=O)NC2C3CC4CC(C3)CC2C4)cn1 (centres undefined),-4,i,7
O=C(Nc1ccccc1N1CCN(C(=O)c2ccccc2)CC1)c1ccccc1Cl,9,i,-21
COc1ccc(/C=C/C(=O)OCC(=O)c2ccccc2F)cc1,10,·,-14
CCCOCCc1nnc(N)s1,3,i,-12
COc1ccc(C(=O)NCc2ccccn2)cc1[N+](=O)[O-],24,i,-15
Cc1ccc(NC2CCCN(C(=O)c3snnc3C)C2)cc1C (centres undefined),5,i,0
O=c1c2ccccc2nnn1CSc1nnc(-c2ccc3c(c2)OCO3)o1,9,i,-21

Other structures follow:
Molecule,OX1R antag-1,CHT PAM,OX1R antag-2
Nc1c(C(=O)N/N=C/c2ccc(F)cc2)oc2nc(-c3ccccc3)cc(-c3ccco3)c12,4,i,-11
O=C(O[C@H]1[C@H](Cc2ccccc2)NS(=O)(=O)[C@H]2C[C@@H]3C=C[C@]12O3)c1ccc([N+](=O)[O-])cc1,16,·,20
O=C(Nc1ccc(CN2CCCCC2)cc1)c1sc2ccccc2c1Cl,11,i,-30
COCCn1c(SCC#N)nnc1-c1ccc2c(c1)OCO2,7,i,-5
CCC(C)c1ccc(O)c(NC(=O)c2ncn[nH]2)c1 (centres undefined),3,i,-6
O=C(c1cc([N+](=O)[O-])ccc1N1CCCC1)N1CCCCC1,37,i,-21
O=C(CSc1nnc(-c2cccnc2)n1-c1ccccc1)Nc1ccccn1,21,i,-6
Cc1cc([N+](=O)[O-])nn1Cc1ccc(C(=O)N/N=C/c2ccc(O)cc2O)cc1,24,i,-14
O=C(O)CCNc1nc(C(F)(F)F)nc2ccccc12,27,i,-9
O=C(NCc1ccco1)C1CC(=O)N(c2ccc(O)cc2)C1 (centres undefined),10,i,11
O=C(NCc1ccccc1)N1CCN(c2ccccc2)CC1,9,i,-8
CCCN1CCN(S(=O)(=O)c2ccc3c(c2)CC(C)N3C(=O)C2CC2)CC1 (centres undefined),11,i,-22

Additional results follow:
Molecule,OX1R antag-1,CHT PAM,OX1R antag-2
Cc1cccc(C)c1OCC(O)Cn1nnc2ccccc21 (centres undefined),24,i,-29
O=C1OCCN1/N=C/c1ccc([N+](=O)[O-])o1,79*,i,14
COC(=O)[C@H](C)NC(=O)/C=C/c1ccc(OC)cc1,12,i,-10
Cc1cc(-n2cc(Br)c(=O)[nH]c2=O)nc(-c2ccccc2)n1,7,i,-29
COc1ccc(C(=S)NC2CCCCC2)cc1,16,i,-27
COc1ccc(CN(C)CC(=O)NC2CCCc3ccccc32)cc1OC (centres undefined),13,i,-18
C/C(CC(=O)Nc1ccccn1)=N\NC(=O)C(=O)Nc1cccc(Cl)c1C,28,i,-12
CC(C)CSc1nsc(N)n1,16,i,2
Cc1occc1-c1nnc(SCC(=O)Nc2ccccc2)n1C,12,i,1
Cc1cc2nc(-c3cccc(NC(=O)c4ccc(Br)o4)c3)oc2cc1C,16,i,-14
COc1cc(OC)cc(C(=O)Nc2cccc3cccnc23)c1,81*,i,-3
O=C(Cc1c(F)cccc1Cl)N1CCN(S(=O)(=O)c2cccs2)CC1,4,·,-10

Reprinted from the part before: 3 entries, then new ones.
Molecule,OX1R antag-1,CHT PAM,OX1R antag-2
Cc1cc2nc(-c3cccc(NC(=O)c4ccc(Br)o4)c3)oc2cc1C,16,i,-14
COc1cc(OC)cc(C(=O)Nc2cccc3cccnc23)c1,81*,i,-3
O=C(Cc1c(F)cccc1Cl)N1CCN(S(=O)(=O)c2cccs2)CC1,4,·,-10
CN(C(=O)COC(=O)c1ccc([N+](=O)[O-])cc1N)c1ccccc1,21,i,-9
CC(C)CC(=O)c1c[nH]c(C(=O)NCc2ccccc2)c1,3,i,-20
C=CCN1C(=O)/C(=C/c2ccc(O)c(OC)c2)S/C1=N/c1nccs1,89*,i,41
COc1ccc(CC(=O)N/N=C(/C)CC(=O)N(C)c2ccccc2)cc1,28,i,-18
COc1ccc(N(CC(=O)Nc2c(C)cccc2C)S(=O)(=O)c2ccccc2[N+](=O)[O-])c(OC)c1,33,i,-14
CCn1cc(C(=O)N[C@@H](CCSC)C(=O)NCCCn2ccnc2)c(=O)c2cc3c(cc21)OCO3,11,i,15
CS(=O)(=O)Nc1ccc(C2=NN(S(C)(=O)=O)C(c3cccs3)C2)cc1 (centres undefined),7,i,16
Cc1n[nH]c(=O)nc1N1CCc2ccccc2C1,-3,i,-17
CN(C)CC(=O)c1ccc(-c2ccccc2)cc1,22,i,-11
N#Cc1ccc(C(=O)N/N=C/c2cn(CC(=O)O)c3ccccc23)c(F)c1,34,i,0
O=C(CSC1=NCCS1)NC(NC(=O)CSC1=NCCS1)c1ccccc1,24,i,9
c1cc2nnnn2nc1N1CCCCCC1,6,i,-3

(list continues)
Molecule,OX1R antag-1,CHT PAM,OX1R antag-2
COc1cc(OC)cc(C(=O)NC2CCCCCCC2)c1,16,i,-32
O=C(/C=C/c1ccc2c(c1)OCO2)c1ccccn1,13,i,-2
Cc1ccc(-c2nc(-c3ccccn3)no2)cc1Cl,63,i,-2
CCn1c(=O)c(C(=O)Nc2nc3ccccc3[nH]2)c(O)c2ccccc21,34,i,106*
CCOc1ccc(NC(=S)NNC(=O)c2ccc(Br)cc2)cc1,13,i,-17
CCOCCCNC(=O)C1CCN(Cc2cccc(OCc3ccccc3)c2)CC1,9,i,-24
CC(Cc1ccco1)NC(=O)c1cccc(S(=O)(=O)N(C)C)c1 (centres undefined),11,i,-4
O=S(=O)(Nc1nc2ccccc2nc1N1CCN(c2ccccc2)CC1)c1ccc(F)cc1,51,i,-12
COc1ccc(N2CCN(C(CNC(=O)C(=O)NCc3cccs3)c3ccco3)CC2)cc1 (centres undefined),10,i,-18

From PubChem
